Efflux pump inh: inhibitors of Candida antifungal efflux pumps expressed in yeast; S. cerevisiae Candida pump triplex, Nile Red efflux; AID 485275; inhibition, % at 10 µM; actives 0.44% (n = 330,000);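 active = plate passing quality check with inhibition over a set limit, or well fluorescence over plate mean plus 4 SD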;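 note: Nile Red retained in pooled yeast measured as flow cytometry median fluorescence; 0% = buffer negative control and 100% = Enniatin B positive control; higher means more Nile Red kept so more efflux inhibition; some compounds called inactive have numbers as strong as hits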
Fam108B inh: Fam108B inhibition, counter-screen for RBBP9 inhibitors | actives 0.33% (n = 300,000) | AID 1947 | inhibition, % at 9.51 µM | recombinant Fam108B, FP-Rh probe fluorescence polarization;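 active = inhibition above the screen mean inhibition plus 3 SD, computed separately per campaign, cut at about 18% in these data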;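 note: inhibitors lower polarization as less probe binds the enzyme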
MEX-5 binding: C. elegans MEX-5 TCR-2 RNA binding activity; MEX-5/FITC-TCR2 RNA binding, fluorescence polarization; hits give low values; AID 1832; actives 0.38% (n = 300,000); Q9XUB2; activity score (negative = inhibition of binding), % at 10 µM;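 active = inhibition past about -25% in most replicates, and total fluorescence under double the plate's negative control median, limit read from the data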;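 note: 0% = DMSO and -100% = 5 µM competing unlabeled TCR2 RNA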
Target sequence (Q9XUB2 whole entry, looked up): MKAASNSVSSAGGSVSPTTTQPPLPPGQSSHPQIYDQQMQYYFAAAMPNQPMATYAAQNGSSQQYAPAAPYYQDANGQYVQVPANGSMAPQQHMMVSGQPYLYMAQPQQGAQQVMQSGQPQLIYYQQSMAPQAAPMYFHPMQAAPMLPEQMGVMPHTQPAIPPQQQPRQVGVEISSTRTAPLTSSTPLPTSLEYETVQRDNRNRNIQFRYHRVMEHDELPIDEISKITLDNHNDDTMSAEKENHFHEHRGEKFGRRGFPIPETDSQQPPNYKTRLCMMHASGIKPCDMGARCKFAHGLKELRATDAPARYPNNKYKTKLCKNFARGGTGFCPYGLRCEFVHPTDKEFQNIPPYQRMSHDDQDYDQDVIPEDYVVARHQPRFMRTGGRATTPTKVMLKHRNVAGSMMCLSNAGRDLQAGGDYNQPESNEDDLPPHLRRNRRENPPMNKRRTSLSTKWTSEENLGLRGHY
CR mimetic SO: yeast age-related superoxide inhibition as caloric restriction mimetic. S. cerevisiae aged cells, superoxide DHE fluorescence; hits give low values. superoxide response (% of plate mean), % at 10 µM. actives 0.18% (n = 330,000). AID 2690;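 active = superoxide response under a set limit, about three screen SD below normal, cut at about 65% in these data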;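 note: yeast aged for seven days with compound at 30 °C before DHE staining; 100% = average MFI of all compound-treated wells on the plate with controls excluded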
EBNA-1 inhibitor: blocks EBNA-1 binding to DNA; EBNA-1 DNA binding, fluorescence polarization; inhibition, % at 14.8 µM; actives 0.34% (n = 300,000); AID 1950; in the data active = inhibition above about 28%
MCL1 BIM primary: disrupts human MCL1 binding to BIM-BH3 peptide | Q07820 | GST-MCL1 / FITC-Bim-BH3 fluorescence polarization | inhibition, % at 10.9 µM | actives 0.68% (n = 320,000);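 active = inhibition above the mean inhibition of all tested compounds plus 3 SD, set per campaign, cut at about 40% in these data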;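 note: 0% = DMSO wells and 100% = unlabeled Bim-BH3 peptide control; higher means more loss of mP so more displacement of Bim peptide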
Target sequence (Q07820 whole entry, looked up): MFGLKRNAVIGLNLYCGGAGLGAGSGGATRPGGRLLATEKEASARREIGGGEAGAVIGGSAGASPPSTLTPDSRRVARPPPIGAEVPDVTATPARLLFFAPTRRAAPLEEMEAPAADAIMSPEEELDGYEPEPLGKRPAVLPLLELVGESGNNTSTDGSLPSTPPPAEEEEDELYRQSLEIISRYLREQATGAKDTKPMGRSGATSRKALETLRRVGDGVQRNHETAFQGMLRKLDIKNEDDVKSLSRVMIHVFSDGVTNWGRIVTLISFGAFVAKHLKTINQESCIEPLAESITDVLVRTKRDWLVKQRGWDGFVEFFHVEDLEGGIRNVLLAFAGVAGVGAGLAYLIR
GLD-1 TGE inh: GLD-1-TGE RNA interaction inhibition (C. elegans) | actives 0.44% (n = 320,000) | Q17339 | AID 2280 | inhibition, % at 5.96 µM | purified GLD-1 + fluorescein TGE RNA, fluorescence polarization;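 active = percent inhibition above a per-plate cutoff, the plate mean of test compounds plus 3 SD, cut at about 30% in these data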;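 note: 0% = DMSO wells with GLD-1 and probe and 100% = wells lacking GLD-1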
ZTA counter: blocks Epstein-Barr virus ZTA, an EBNA-1 counter-screen; P03206; ZTA-DNA binding, fluorescence polarization; inhibition, % at 11 µM; actives 0.15% (n = 320,000); AID 2234; in the data active = inhibition above about 33%
BCLXL inh: inhibitors of human Bcl-xL | actives 0.7% (n = 320,000) | GST-Bcl-xL / FITC-Bim BH3 peptide fluorescence polarization | Q07817 | inhibition, % at 10.9 µM;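 active = inhibition above the mean of all tested compounds plus 3 SD, cutoff set per campaign, cut at about 30% in these data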;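 note: 0% = DMSO wells and 100% = unlabeled Bim-BH3 peptide competitor; inhibitors lower millipolarization by displacing the labeled peptide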
Target sequence (Q07817 whole entry, looked up): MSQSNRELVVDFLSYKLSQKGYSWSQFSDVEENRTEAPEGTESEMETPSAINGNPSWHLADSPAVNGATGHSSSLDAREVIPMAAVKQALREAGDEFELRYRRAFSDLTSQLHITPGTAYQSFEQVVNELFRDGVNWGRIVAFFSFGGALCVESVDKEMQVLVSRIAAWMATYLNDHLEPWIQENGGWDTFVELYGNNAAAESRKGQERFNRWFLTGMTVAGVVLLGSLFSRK
The depositor's hits bear a star; . = not tested or not shown; & = joins results of further samples. Hits appear at their usual frequency; about 2.3% have a hit in one of these screens.

SMILES	Efflux pump inh	Fam108B inh	MEX-5 binding	CR mimetic SO	EBNA-1 inhibitor	MCL1 BIM primary	GLD-1 TGE inh	ZTA counter	BCLXL inh
C=C1CCN([C@@H](CC(C)C)C(=O)NCCCc2ccccc2)S(=O)(=O)c2ccccc21	0.2	-6	2.1	117	7	9	-2	-6	6
O=C(NCCC(=O)N1CCNC1=O)OCc1ccccc1	-0.1	2	1.2	86	7	12	5	-11	8
CCc1cc(C(=O)N2CCCC(C(=O)c3ccc(Oc4ccccc4)cc3)C2)n(C)n1 (configuration not stated)	0.0	-3	1.0	98	-14	5	-2	1	8
Cn1c(=O)c2c([nH]c(=S)n2CCCc2ccccc2)n(C)c1=O	0.4	-2	2.5	92	-3	-31	1	-3	-38
O=S(=O)(NCCc1ccccc1)c1ccc(-n2cnnn2)cc1	0.1	3	0.4	90	3	-2	-1	6	0
O=C(COC(=O)c1cc(S(=O)(=O)N2CCOCC2)ccc1Cl)NCCc1ccccc1	-0.1	.	.	97	.	-6	4	-11	1
NC(=O)CC(NC(=O)Cc1ccc(Cl)cc1)c1ccc(NCCCN2CCCC2=O)c([N+](=O)[O-])c1 (configuration not stated)	0.0	-6	3.1	113	-4	-7	5	11	0
CC(=O)C1=C(C)Nc2ncnn2C1c1ccc(Cl)cc1Cl (configuration not stated)	-0.2	3	-0.4	102	7	0	5	17	4
COC(=O)c1ccccc1NC(=O)CSc1nnc(-c2ccoc2C)n1C	0.1	1	1.3	101	-12	0	-4	5	5
O=C(Nc1cccc(Cl)c1)c1cccnn1	-0.1	-3	-0.3	79	3	2	3	18	3
Cc1onc(-c2ccccc2)c1C(=O)N1CCN(S(=O)(=O)c2ccc(Cl)cc2)CC1	-0.1	3	2.2	90	0	-10	4	10	-7
CCCCN1C(=O)C(NC(=O)C2CC2)(C(F)(F)F)C2=C1CC(C)(C)CC2=O (configuration not stated)	-0.1	0	-3.1	101	-5	4	4	-9	-1
S=C1NC(c2ccccc2)=NCN1c1ccc(Br)cc1	0.1	3	3.0	88	4	10	1	5	7
CCOC(=O)c1c(S(=O)(=O)NCC(=O)Nc2cccc(F)c2)c(C)n(C)c1C	0.2	1	-0.6	115	-3	0	-6	6	0
NS(=O)(=O)c1cccc(NC(=O)COC(=O)CN2C(=O)c3ccccc3C2=O)c1	-0.2	.	.	106	.	-3	3	5	-2
CCN(CC)C(=O)c1cn(C)c(=O)c2cc(OC)c(OC)cc12	-0.1	1	.	105	6	-1	-7	0	1
Nc1nc(SCC(=O)Nc2cc(S(=O)(=O)N3CCOCC3)ccc2Cl)n[nH]1	-0.2	0	0.3	99	5	-4	-2	2	-2
N#Cc1ccc(C(=O)OCC(=O)Nc2ccc(N3CCOCC3)cc2)cc1	0.1	4	1.1	105	-4	0	1	-9	-2
CCCCOP(=O)(c1ccc(N(C)C)cc1)C(O)c1ccc(N(C)C)cc1 (configuration not stated)	0.0	11	-4.2	84	-7	19	-7	-2	7
O=C(Nc1nccs1)c1cc(-c2ccccn2)nc2c(Cl)cccc12	-0.4	-12	-0.7	89	26	-34	-2	-18	-11

An excerpt of these results, as a markdown table:
| SMILES | Efflux pump inh | Fam108B inh | MEX-5 binding | CR mimetic SO | EBNA-1 inhibitor | MCL1 BIM primary | GLD-1 TGE inh | ZTA counter | BCLXL inh |
| --- | --- | --- | --- | --- | --- | --- | --- | --- | --- |
| S=C1NC(c2ccccc2)=NCN1c1ccc(Br)cc1 | 0.1 | 3 | 3.0 | 88 | 4 | 10 | 1 | 5 | 7 |
| N#Cc1ccc(C(=O)OCC(=O)Nc2ccc(N3CCOCC3)cc2)cc1 | 0.1 | 4 | 1.1 | 105 | -4 | 0 | 1 | -9 | -2 |
| NS(=O)(=O)c1cccc(NC(=O)COC(=O)CN2C(=O)c3ccccc3C2=O)c1 | -0.2 | . | . | 106 | . | -3 | 3 | 5 | -2 |

(next part)
SMILES	Efflux pump inh	Fam108B inh	MEX-5 binding	CR mimetic SO	EBNA-1 inhibitor	MCL1 BIM primary	GLD-1 TGE inh	ZTA counter	BCLXL inh
Cn1cccc1C(=O)Nc1nc(-c2ccccn2)cs1	-0.2	2	-1.9	93	4	21	2	4	14
Cc1ccnc(NC(=O)c2cccc(S(=O)(=O)NCc3ccccc3)c2)c1	-0.2	2	0.3	120	-8	3	2	-16	0
Cc1cc(NC(=O)CN2CCCC2c2nc3ccccc3s2)no1 (configuration not stated)	-0.1	-4	1.7	91	2	9	-2	10	1
CC(C)[C@H](N)C(=O)OCCOCn1cnc2c(=O)[nH]c(N)nc21	0.0&-0.1	-1&-2	1.2	103&98	-7&8	5&4	2&-8	-4&5	2&4
O=c1[nH]c(CSc2nc3ccccc3[nH]2)nc2c1cnn2-c1ccccc1	-0.1	-1	-1.1	98	-1	1	3	-17	2
COC(=O)/C(=C\Nc1ccc(OC)cc1)NC(=O)c1ccc(Cl)cc1Cl	0.0	6	-1.4	86	0	-3	-5	0	2
CC1(C)Cc2c(cnn2-c2ccccc2)C(NC(=O)CCCN2CCCCC2=O)C1 (configuration not stated)	0.6	2	4.2	94	-4	4	6	-1	1
Cn1c(SCC(=O)NC2CCCCC2)nnc1-c1ccncc1	0.1	-8	0.8	103	-2	5	-1	8	1
Cc1nnc(SC(C)C(=O)Nc2ccc(S(=O)(=O)N3CCCCC3)cc2)s1 (configuration not stated)	0.2	-4	5.5	99	-13	-6	5	-7	-8
CC(=O)N(c1ccccc1)c1nnc(-c2cnc(C)cn2)s1	0.1	-4	-3.0	110	15	5	1	10	7
O=c1[nH]nc(SCCS(=O)(=O)c2ccc(F)cc2)n1-c1ccccc1	0.0	-3	-0.2	89	-2	0	5	6	-4
CCC(=O)c1cn([C@@H](CCC(OC)OC)CC(=O)OC(C)(C)C)cc1CC	0.1	0	-1.9	85	4	0	-6	22	7
O=Cc1c[nH]c2ncccc12	-0.1	5	-2.9	82	-5	0	-1	-6	7
O=C(c1ccccc1NS(=O)(=O)c1cccs1)N1CCCC1	0.0	-1	2.3	106	0	-3	6	-14	6
O=C(Nc1nnc(C2CC2)s1)c1cc(Cl)sc1Cl	-0.2	-1	-2.0	91	3	11	-6	9	4
COc1ccccc1OC(=O)CCN1c2ccccc2Sc2ccccc21	-0.1	3	7.1	71	8	9	4	-1	7
Cc1nc(N2CCOCC2)nc(N2CCC(C)CC2)c1[N+](=O)[O-]	0.4	-6	0.3	97	-11	7	-4	-1	7
COc1ccc(NC(=S)Nc2ccccc2)cc1	-0.1&-0.1	-2&-1	1.3&0.9	92&88	4&0	12&10	2&3	-3&5	3&7
COc1ccc(NC(=O)Nc2ccc(F)c(Cl)c2)cc1	-0.1	0	-5.7	104	-3	9	-4	-1	5
CCCNC(=O)C1CCN(c2nc(C)cc(C)n2)CC1	0.2	-4	0.2	105	-15	1	5	-9	8
Cc1c(S(=O)(=O)Nc2ccc3c(c2)OCCO3)cnn1C	-0.2	0	2.0	82	7	-10	-3	5	0
CCN(CC)CCNC(=O)CNC(=O)c1nn(-c2ccc(OC)c(OC)c2)c(=O)c2ccccc12	-0.3	-1	-1.1	109	-7	1	1	-7	5
COc1cc(NC(=O)c2cccs2)ccc1NC(=O)c1cc2ccccc2o1	0.0	0	-2.6	112	6	3	5	12	5
COc1ccc(OC)c(CC(=O)NC(c2ccccc2)c2ccccc2)c1	0.2	-2	0.7	94	-10	-10	-5	-1	-2
Cc1ccccc1NC(=O)COC(=O)CN1C(=O)NC(C)(C)C1=O	-0.1	-1	2.2	96	3	-4	-5	-7	4
CNC(=O)/C(C#N)=C\c1ccc(CNS(=O)(=O)c2ccccc2)o1	-0.5	-4	-0.1	96	-2	10	1	-7	4
COc1ccc(N2CCN(CC(=O)N3c4ccccc4CC3C)CC2)cc1 (configuration not stated)	0.1	2	-2.3	91	8	-2	3	7	3
COc1ccc(CNC(=O)COC(=O)CCC(=O)c2cccs2)cc1	0.3	0	-0.8	93	-3	0	-3	2	5
NC(=O)c1cc(Cc2ccccc2)sc1NC(=O)c1ccco1	-0.2	1	0.6	132	-5	8	10	-19	7
COc1ccc(-n2ncc(N(C)n3cccc3)c(Cl)c2=O)cc1	-0.1	-1	2.4	102	-2	7	-6	-12	7
Cc1noc(C)c1CSCC(=O)Nc1nc2ccc(S(C)(=O)=O)cc2s1	-0.1	0	-3.3	111	4	-10	0	-15	-7
Cc1ccc(-c2nnc(SCC#CCOC(=O)c3cccs3)o2)cc1	0.0	-3	0.1	93	-4	-8	9	-13	-7
CC(C)C[C@H](NC(=O)c1[nH]cnc1C(=O)N[C@@H](C)C(=O)OCc1ccccc1)C(=O)OC(C)(C)C	0.3	-3	0.6	82	10	3	1	-1	-2
O=C(CCN1C(=O)COc2ccccc21)NCCN1CCc2ccccc2C1	0.0	2	0.3	95	-3	6	1	-4	7
Cc1ccccc1NC(=S)c1ccc2ccccc2n1	0.0	0	-1.7	100	0	10	-1	13	14
C=CCn1cnc2c(c1=O)c1nc3ccccc3nc1n2/N=C/c1cccc(OC)c1OC	0.3	-2	.	82	9	13	-3	13	5
Nc1cc(-c2ccc(Br)cc2)nc2cc(-c3ccccc3)nn12	0.0	2	-2.4	102	14	1	5	-19	1
O=C(c1oc(=O)c2ccccc2c1-c1ccccc1)N1CCN(C2CCCCC2)CC1	0.1	-3	1.4	106	-4	4	1	11	4
O=C(O)c1ccccc1C(=O)NC1CCCc2ccccc21 (configuration not stated)	0.0	-1	1.7	89	-13	-2	6	2	5
O=S(=O)(NC1CCCCC1Oc1ccccc1)c1ccc(Cl)cc1 (configuration not stated)	0.0	-1	2.7	110	-1	3	0	-8	-1
COc1ccc(-c2ccc3oc(-c4ccsc4)cc3c2)cc1	0.3	-2	0.2	94	-14	1	1	9	1
CC1CC(C)(C)NC(=S)N1CCC(=O)NCCc1ccc(Cl)cc1 (configuration not stated)	0.0	7	1.6	119	0	10	-6	-2	4
Cc1ccc(-c2nn(CCC(=O)NC(C)C)c(=O)c3ccccc23)cc1	0.1	-4	1.8	81	-20	-2	-6	-31	6
O=C(N/N=C/c1ccco1)c1cc(C2CC2)[nH]n1	-0.2	-2	-2.3	103	10	-4	3	7	-1
O=C(NCc1csc(-c2cccs2)n1)Nc1cccc(Cl)c1	-0.2	-4	0.1	98	28*	-2	13	8	-1
CCc1noc(C)c1C(=O)NNC(=O)COc1ccc(C)c(C)c1	0.3	0	-0.2	125	-19	-5	-5	-5	-5
COc1cc(NC(=O)c2ccco2)ccc1NC(=O)C(C)C	-0.1	3	1.1	91	2	4	-6	1	5
COC(=O)C(NC(=O)c1cccnc1Cl)C(C)C (configuration not stated)	0.2	-3	-0.4	94	-17	-2	3	-14	11
C#CC(C)(C)NC(=S)NC1CC2C=CC1C2 (configuration not stated)	-0.1	2	-0.5	103	1	7	-2	-2	3
Cc1cc(C)c(-c2cc(NC(=O)CSc3n[nH]c(N)n3)n(-c3ccccc3)n2)cc1C	-0.1	-3	-2.7	110	-3	-7	4	5	1
CCOC(=O)N1CCC2(CC1)C(C#N)=C(N)Oc1n[nH]c(CSc3ccc(C)cc3)c12	-0.1	2	-5.3	82	4	-2	-1	-1	3
O=C(NCC(c1ccco1)N1CCCC1)c1cccc(S(=O)(=O)N2CCOCC2)c1 (configuration not stated)	0.0	.	.	83	.	6	10	-4	2
COc1ccccc1C(=O)NCCCN1CCCC1=O	0.1	1	1.6	98	-3	9	1	-4	2
CC1CN(C(=O)c2ccccc2NS(=O)(=O)c2cccc([N+](=O)[O-])c2)CC(C)O1 (configuration not stated)	0.0	0	5.1	104	-18	-3	2	-17	0
Clc1nc(CN2CCCCC2)nc2sc3c(c12)CCC3	-0.1	2	3.7	85	-10	-2	3	-1	3
O=C(Nc1ccnn1C1CCN(C(=O)Cc2cccc(Cl)c2)CC1)C1CC1	0.1	-1	-0.1	102	-8	3	10	-4	2
